Screening results as filed in PubChem.
Runt-CBFb FRET – inhibitors of RUNX1 Runt–CBFb binding, primary screen, biochemical, FRET, Cerulean-Runt, Venus-CBFb, uHTS. AID 1496, 2009. Cerulean-Runt/Venus-CBFb FRET ratio 530/480, 1 h. inhibition, % at 20 µM. 220,000 compounds, 0.46% hits;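 active means inhibition over about 50% at 20 µM in the single-dose screen, limit read from the data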;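 further: 0% = DMSO wells and 100% = excess unlabeled CBFb competitor control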
Target sequence (Q01196 whole entry, looked up): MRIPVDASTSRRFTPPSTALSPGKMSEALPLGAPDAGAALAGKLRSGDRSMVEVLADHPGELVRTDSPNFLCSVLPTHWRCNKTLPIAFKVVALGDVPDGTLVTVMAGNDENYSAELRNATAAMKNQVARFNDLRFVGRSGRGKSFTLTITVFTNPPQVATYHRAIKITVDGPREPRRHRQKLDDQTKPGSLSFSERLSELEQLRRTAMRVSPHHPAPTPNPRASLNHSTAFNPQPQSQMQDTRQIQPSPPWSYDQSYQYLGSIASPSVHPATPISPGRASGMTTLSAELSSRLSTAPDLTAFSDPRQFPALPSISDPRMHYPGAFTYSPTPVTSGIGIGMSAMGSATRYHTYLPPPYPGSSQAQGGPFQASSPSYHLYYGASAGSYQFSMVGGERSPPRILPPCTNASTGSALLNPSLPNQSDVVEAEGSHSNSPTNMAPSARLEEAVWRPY
Target sequence (Q13951 whole entry, looked up): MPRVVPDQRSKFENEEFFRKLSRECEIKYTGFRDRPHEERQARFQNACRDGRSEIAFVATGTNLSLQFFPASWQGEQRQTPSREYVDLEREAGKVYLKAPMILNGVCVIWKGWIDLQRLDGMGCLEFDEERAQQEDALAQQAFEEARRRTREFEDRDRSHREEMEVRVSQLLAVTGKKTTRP
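Assay system: Cerulean-tagged RUNX1 Runt domain (FRET donor) fusion protein / Amount: 100 nM each of Venus-CBFb and Cerulean-Runt domain / Medium: Tris buffer pH 7.5 with salts and BSA / Also added: Venus-CBFb 100 nM / Schedule: 1 h complex formation plus 1 h compound treatment, room temperature / Signal: FRET fluorescence / Read-out: loss of energy transfer signal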
m-calpain inh – inhibitors of pig calpain II, primary screen, biochemical, fluorogenic peptide substrate, 1536-well; purified calpain II, 30 min; inhibition, % at 16 µM; 220,000 compounds, 0.37% hits;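 active means inhibition above about 50%, limit read from the data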
p97 inhibitor – inhibitors of human p97 ATPase, primary screen, biochemical | inhibition, % at 8 µM | Transitional endoplasmic reticulum ATPase (Homo sapiens), P55072 | 220,000 compounds, 0.42% hits | recombinant p97 ATPase, Kinase-Glo ATP luminescence, 3 h; in the data active means inhibition above about 15%;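 further: 0% = DMSO vehicle and 100% = wells lacking enzyme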
Furin inh – human furin inhibitors, primary screen, biochemical, fluorescence intensity. P09958. purified furin, fluorogenic substrate cleavage. inhibition, % at 30 µM. 220,000 compounds, 0.061% hits. AID 463115, 2010; in the data active means inhibition above about 25%; further: inactives centre near -15
p47phox inh – p47phox/p22phox peptide binding inhibitors, primary screen, biochemical, uHTS, NADPH oxidase regulatory subunit; 220,000 compounds, 0.53% hits; inhibition, % at 24.7 µM; fluorescence polarization, 2 h; Neutrophil cytosol factor 1 (Homo sapiens), P14598;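 active means inhibition above about 30%, limit read from the data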;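 further: 0% = p47phox with labelled peptide and 100% = labelled peptide alone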
Target sequence (P14598 whole entry, looked up): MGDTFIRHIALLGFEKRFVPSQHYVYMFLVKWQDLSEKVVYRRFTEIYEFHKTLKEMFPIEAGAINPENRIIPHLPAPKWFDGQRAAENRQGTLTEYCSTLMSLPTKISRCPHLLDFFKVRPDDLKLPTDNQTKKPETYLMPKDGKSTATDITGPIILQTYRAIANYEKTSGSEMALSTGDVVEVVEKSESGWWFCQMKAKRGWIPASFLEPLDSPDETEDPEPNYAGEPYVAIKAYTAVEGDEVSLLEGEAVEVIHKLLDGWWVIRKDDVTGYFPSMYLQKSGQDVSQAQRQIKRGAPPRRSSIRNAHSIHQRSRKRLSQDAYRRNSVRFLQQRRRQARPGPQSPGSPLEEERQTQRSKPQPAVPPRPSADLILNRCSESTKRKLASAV
Tb hexokinase – Trypanosoma brucei hexokinase 1 inhibitors, primary screen, biochemical, G6PDH-coupled NADH absorbance, MLSCN library. hexokinase 1 [Trypanosoma brucei]. inhibition, % at 10 µM. 220,000 compounds, 0.11% hits. recombinant TbHK1, G6PDH-coupled NADH A340. AID 1430, 2008;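 active means inhibition of 50% or more in the single-dose primary screen; inactive means inhibition below 50%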
EBV gp42 block – Epstein-Barr virus gp42 inhibitors, primary screen, biochemical, uHTS, fluorescence polarization. 220,000 compounds, 0.42% hits. inhibition, % (tested at 21.74 µM). Fluorescence polarization binding assay, mP read-out; in the data active means inhibition above about 50%
Runt-SMMHC FRET – inhibitors of RUNX1 Runt–CBFb-SMMHC binding, primary screen, biochemical, FRET, Cerulean-Runt, Venus-CBFb-SMMHC, uHTS | Cerulean-Runt/Venus-CBFb-SMMHC FRET ratio 530/480, 1 h | inhibition, % at 20 µM | 220,000 compounds, 0.74% hits | AID 1434, 2008;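 active means mean inhibition across duplicate retests at 20 µM reaching about 50%, limit read from the data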;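 further: 0% = DMSO wells and 100% = wells with excess untagged CBFb-SMMHC; inhibitors lower the FRET ratio by blocking Runt binding to CBFb-SMMHC; some results filed as inactive read as strong as hits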
RBBP9 inh – human RBBP9 inhibitors, primary screen, biochemical, fluorescence polarization, FP-Rh probe, HTS. Serine hydrolase RBBP9 (Homo sapiens), O75884. recombinant RBBP9. inhibition, % at 7.94 µM. 220,000 compounds, 0.2% hits;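 active means inhibition above the campaign mean of all tested compounds plus 3 SD, cut at about 14% in these data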;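 further: plate controls were DMSO wells with RBBP9 for no effect and wells lacking RBBP9 protein for full effect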
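Material: RBBP9 protein. Amount: RBBP9 at 2.5 µM in dispensed solution, before mixing. Schedule: 30 min then 45 min, 25 °C. Medium: Tris buffer pH 8.0, NaCl, Pluronic. Measured by: fluorescence polarization. Measure: percent inhibition from mP, scaled between DMSO and no-protein wells. Replication: one well per compound.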
* hit, by the source's call; i = inactive; . = no result given; [ ] = dose if it differs, or a comment.

Molecule	p97 inhibitor	Runt-SMMHC FRET	Tb hexokinase	Runt-CBFb FRET	Furin inh	EBV gp42 block	p47phox inh	RBBP9 inh	m-calpain inh
COc1ccc(C(=O)NN(C)c2nc(-c3ccccc3)nnc2C(F)(F)F)cc1	-4	1	3	0	-6[20 µM]	-16	0	-12	-9
O=C(Nc1ccc2c(c1)OCCO2)c1coc2ccccc2c1=O	-3	-20	-9	-5	-19	-86	-4	-4	-32
CCc1ccc(NC(=O)c2cc(-c3ccco3)on2)cc1	-1	-11	-3	-1	-16[20 µM]	-19	-18	-5	-18
CC(Sc1nnnn1C)C(=O)Nc1ccc(Oc2ccccc2)cc1 (stereo not drawn)	2	-6	3	0	-16[20 µM]	-11	3	-7	-18
COc1ccc(-n2cnnc2SCC(=O)Nc2cccnc2Cl)cc1	-2	-4	8	-2	-8	6	3	-3	13
Cc1ccc(OCC(=O)N(Cc2ccccc2)C2CCS(=O)(=O)C2)c([N+](=O)[O-])n1 (stereo not drawn)	6	-1	-7	0	-15	-24	-14	-7	-9
COc1ccc(C(=O)NCC2OCCc3ccccc32)cc1OC (stereo not drawn)	0	-1	-6	2	-24	0	0	-7	1
N#Cc1c(C(F)(F)F)cc(=O)[nH]c1SCC(=O)O	3	3	-4	1	-13	4	2	2	-1
O=C(N/N=C/c1ccc[nH]1)c1ccccc1O	4	-6	-25	-4	-15	-20	-20	-5	-26
CCOc1ccc(NCc2cc3cc(OC)ccc3[nH]c2=O)cc1	-1	-6	-12	-42	0	17	-8	0	7
C[C@@H](O)c1nc2ccccc2n1N	-3	3	-17	1	-28	2	3	-8	-14
O=C(O)C1C2C=CC(C2)C1C(=O)NCCc1ccccc1 (stereo not drawn)	0	0	-5	2	-25[20 µM]	-9	-3	-11	2
CSC1=NCCN1C(=O)Cc1ccc(-c2ccccc2)cc1	2	-12	2	-4	-17	-5	-4	-6	-25
O=C(NCCCCCCNC(=O)c1cncc(O)c1)c1cncc(O)c1	1	-1	-5	1	-3	-15	-1	1	-30
Cc1ncoc1C(=O)NCc1ccccc1Cl	2	1	-6	-1	-13	-10	-17	3	-7
Cc1ccc(C(=O)CSc2nnc(CNc3nc(-c4ccccc4)cs3)n2C)cc1	4	-7	1	-3	-22	-8	-20	-6	-10

Another view of some results above:
Below each SMILES: p97 inhibitor, Runt-SMMHC FRET, Tb hexokinase, Runt-CBFb FRET, Furin inh, EBV gp42 block, p47phox inh, RBBP9 inh, m-calpain inh
- O=C(N/N=C/c1ccc[nH]1)c1ccccc1O
    4, -6, -25, -4, -15, -20, -20, -5, -26
- CCOc1ccc(NCc2cc3cc(OC)ccc3[nH]c2=O)cc1
    -1, -6, -12, -42, 0, 17, -8, 0, 7
- C[C@@H](O)c1nc2ccccc2n1N
    -3, 3, -17, 1, -28, 2, 3, -8, -14
- O=C(O)C1C2C=CC(C2)C1C(=O)NCCc1ccccc1 (stereo not drawn)
    0, 0, -5, 2, -25[20 µM], -9, -3, -11, 2
- CSC1=NCCN1C(=O)Cc1ccc(-c2ccccc2)cc1
    2, -12, 2, -4, -17, -5, -4, -6, -25
- O=C(NCCCCCCNC(=O)c1cncc(O)c1)c1cncc(O)c1
    1, -1, -5, 1, -3, -15, -1, 1, -30

(continued)
Molecule	p97 inhibitor	Runt-SMMHC FRET	Tb hexokinase	Runt-CBFb FRET	Furin inh	EBV gp42 block	p47phox inh	RBBP9 inh	m-calpain inh
CCC(=O)Nc1c(S(=O)(=O)c2ccccc2)c2nc3ccccc3nc2n1C(C)c1ccccc1 (stereo not drawn)	1	76*	-17	29	-18	17	-12	2	-485
O=C(NNc1ccccc1[N+](=O)[O-])Nc1ccccc1	2	3	-1	3	5[20 µM]	-5	11	-8	8
O=S(=O)(Nc1ccc2c(c1)OCO2)c1cccs1	1	4	7	9	-13	15	-5	2	30
Cc1ccccc1CN1N=C(/C=C/c2ccccc2)CCC1=O	-2	-2	-20	-3	-10	-14	-13	-3	0
COc1ccc(-c2cc(=Nc3ccc(C(=O)O)cc3)c3cc(C)ccc3o2)cc1	-7	-38	-8	-2	-17	8	-10	-2	-140
O=C(c1ccccc1-c1nc2ccccc2[nH]1)N1CCCCC1	1	4	-2	-1	-13	0	-11	0	2
COC(=O)c1ccc2c(=O)n(CCN3CCOCC3)c(SCC(=O)C(C)(C)C)nc2c1	-6	-3	-16	0	-2[20 µM]	-16	-8	-5	-23
CC(C)(C)c1ccc(C(=O)NC(=S)Nc2sc3c(c2C#N)CCC3)cc1	3	10	-2	24	-13	-12	-18	-3	-8
Cc1ccc(S(=O)(=O)N2CCN(c3ccc([N+](=O)[O-])c(Sc4nncn4C)c3)CC2)cc1	-6	-13	-8	-8	-7	0	-6	-8	11
Cc1cccn2c(=O)c3cc(C#N)c(=NC(=O)c4cccnc4)n(CC4CCCO4)c3nc12 (stereo not drawn)	-5	.	-4	.	-6[20 µM]	.	.	-12	.
Cc1nn(-c2ccc(Cl)cc2)c(=O)c2c(C)noc12	8	-2	-9	0	-21	-15	-12	1	-10
CCCc1nc2c(sc3nc4c(cc32)COC(C)(C)C4)c(=O)o1	5	1	-3	5	-23	-4	-18	5	-46
COC(=O)c1c(NC(=O)C(C)C)sc2c1C(C(=O)OC)CC2 (stereo not drawn)	0	-5	-11	-1	-8[20 µM]	-16	-10	4	-25
Cc1sc2ncnc(Sc3ccccc3C(=O)Nc3ccccc3Cl)c2c1C	5	2	-4	1	-6	-15	-22	-2	-14
CCOc1cc(C(C#N)N2CCCCC2)ccc1OC (stereo not drawn)	6	-6	2	-2	-6[20 µM]	-8	-1	-4	-22
CSc1ccccc1C(=O)NCc1ccc(F)cc1	2	2	-4	2	-23	-10	-4	-2	-3
Cc1ccc(Nc2nc(N)nc(CN3CCN(c4ccccc4F)CC3)n2)cc1	5	-21	3	-5	-11	-14	-11	8	-2
CC1=C(C(=O)Nc2ccccc2)C(c2ccco2)C(C#N)=C(SCC(N)=O)N1 (stereo not drawn)	0	14	-20	1	-4[20 µM]	4	8	-2	-22
O=c1[nH]c2ccccc2nc1-c1ccccc1	-8	3	-28	1	-2	8	-15	-10	14
Clc1ccc(CSc2nnc(NC3=NCCCCC3)s2)cc1	-5	-1	-6	-3	-17[20 µM]	10	-11	-3	0
Cc1csc(NC(=O)CSc2nnc(CCNC(=O)c3ccc(Cl)c(Cl)c3)n2C)n1	1	-1	-2	3	-18[20 µM]	-27	-16	-15	13
COc1ccc(Cl)cc1N(CC(=O)N/N=C/c1ccc(OCC(N)=O)cc1)S(C)(=O)=O	-1	-3	-3	2	-31	-8	-13	-1	-26
CC(C)(C#N)c1cc(Cn2cncn2)cc(C(C)(C)C#N)c1	5	-2	.	0	.	-8	-6	-2	-3
O=C1C(Cc2c[nH]c3ccccc23)NC(=S)N1Cc1ccccc1 (stereo not drawn)	4	6	7	0	-39	-6	-7	3	10
CC(C)(C)OC(=O)N1CCC(CNC(=O)c2ccc(F)cc2F)CC1	-11	-1	2	-1	6	-7	6	-9	4
Cc1ccccc1-n1c(SCC(=O)Nc2ccccc2)nc2nc3c(cc2c1=O)CCCC3	3	4	25	-2	0	-12	-15	-9	-50
COC(=O)c1ccc(C(NC(=O)OCc2ccccc2)/C(C)=C/[C@@H](C)C(=O)NCc2ccc(OC)c(OC)c2)cc1 (stereo partly drawn)	3	1	-3	-14	-16	-21	-7	-12	-2
[O-]/C(=C(\C(=S)Nc1ccccc1F)[n+]1ccccc1)c1ccc(-c2ccccc2)cc1	3	2	0	8	-18	-8	-14	-11	-39
CCOC(=O)C1(Cc2ccc(Cl)cc2)CCN(C(=O)C2CCCO2)CC1 (stereo not drawn)	-4	-1	-1	0	-22	-12	1	1	1
Cn1c(=O)c(=O)n(C)c2cc(S(=O)(=O)N3CCN(c4ccccc4F)CC3)ccc21	6	0	1	1	-28	-4	2	-4	-19
Nc1nc2ccccc2nc1N	6	0	-20	1	-33	-29	-13	-3	i
Clc1ccc(-c2c[n+](Cc3cccc(Cl)c3)c3n2CCC3)cc1	5	5	8	0	-12	-27	0	-2	0
CCOC(=O)c1cc2c(ccn2C)n1CC(=O)N(Cc1ccccc1)c1ccccc1	-1	-23	17	4	-2	8	-31	2	6
COc1ccc(-n2c(=O)cc(N3CCN(c4ccccc4OC)CC3)[nH]c2=O)cc1	1	-6	1	0	-22	-25	-2	-7	2
CC1CN(C(=O)c2cc3cc([N+](=O)[O-])ccc3oc2=O)CC(C)O1 (stereo not drawn)	6	-6	-11	2	-21	-12	7	-9	8
Cc1ccc(C(=O)CSc2n[nH]c(-c3ccco3)n2)cc1C	2	2	6	20	-15[20 µM]	3	-28	-6	2
CC(C)Cn1c(N)c(C(=O)COC(=O)c2cc(-c3ccco3)nc3ccccc23)c(=O)n(C)c1=O	2	-20	-8	-2	-19[20 µM]	10	-23	-5	-207
COC(=O)c1ccccc1NC(=O)c1cccc(COc2ccccc2Cl)c1	-1	-6	-11	-1	-11[20 µM]	-22	-11	-2	4
CCNC(=O)N1CCN(C(=O)NCC)CC1	1	-10	-3	2	-25	-4	8	-2	-5
CCN(CCNC(=O)C1CCN(S(=O)(=O)c2cccc3nsnc23)CC1)c1ccccc1	-6	-2	16	1	-5	8	-5	-3	4
CC(O)CCC(=O)NNC1CC(=O)N(c2ccccc2)C1=O (stereo not drawn)	8	-1	1	0	-30	-13	-3	-11	-22
COc1ccc(C(=O)c2coc3ccc(O)c(CN4CCCCC4)c23)cc1	-1	1	-4	1	-23	-1	-4	-4	12
C1CCC(CNc2c3c(nc4nnnn24)CCCC3)CC1	3	5	-1	0	-6	-7	3	-2	-14
COc1ccc(NC(=O)C2CCOC(C)(C)C2)cc1 (stereo not drawn)	6	2	-4	-1	-6	-7	-7	3	-3
CCOC(=O)C(NC(=O)Cc1ccccc1)(Nc1cc(C)on1)C(F)(F)F (stereo not drawn)	-6	7	4	0	-13[20 µM]	-7	0	-5	-14
COc1cc(NC(=O)COC(=O)CCc2cc(OC)c(OC)c(OC)c2)cc(OC)c1	1	-4	-2	0	-15	-5	-13	-5	-11
O=C(NC(Cc1ccccc1)C(=O)OCC(=O)N1CCc2ccccc21)c1ccco1 (stereo not drawn)	0	-2	-4	1	-20	-21	-18	-2	-10
CN1C2C=C3C(C#N)=C(N)C(C#N)(C#N)[C@@H](c4cccc(F)c4)[C@@H]3C1CC2 (stereo partly drawn)	5	-7	-1	-3	-21[20 µM]	0	-4	-2	-30
CCOC(=O)c1sc(C)c2c(=O)n(CCCN3CCOCC3)cnc12	9	0	-21	1	-22	-19	-6	5	-72
